FAS TE block – FAS thioesterase domain inhibitors, primary screen, biochemical, fluorescence intensity, uHTS. Fatty acid synthase (Homo sapiens), P49327. recombinant FAS-TE, OMFH fluorogenic substrate, fluorescence endpoint. inhibition, % at 15 µM. 360,000 compounds, 0.67% hits. AID 602261, 2012;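 active means compounds whose normalised, plate-corrected inhibition of enzyme fluorescence in the single-dose primary screen is 50% or more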;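 further: 0% = DMSO with enzyme and 100% = substrate without enzyme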
CendR NRP1 mod – modulators of CendR peptide binding to NRP-1, primary screen, biochemical, fluorescence polarization, uHTS; FAM-RPARPAR peptide binding to NRP-1; inhibition, % at 25 µM; 360,000 compounds, 0.85% hits;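 active means inhibition or corrected inhibition above about 18%, plus a signal ratio from 0.5 to 1.5, limit read from the data, passing the limit was not always enough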; further: strong numbers were not always called active
MLLE-PAM2 inh – inhibitors of PABP1 MLLE–PAM2 peptide binding, primary screen, biochemical, fluorescence polarization, FITC-PAM2, GST-MLLE | 360,000 compounds, 0.36% hits | inhibition, % at 20 µM | Polyadenylate-binding protein 1 (Homo sapiens), P11940 | AID 588489, 2011; in the data active means inhibition above about 35%, passing the limit was not always enough;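 further: plate controls were DMSO wells with GST-MLLE for no effect and wells lacking GST-MLLE protein for full effect; some results filed as inactive read as strong as hits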
Rin1-Abl PPI inh – inhibitors of Rin1-Abl protein binding, primary screen, biochemical, TR-FRET; Tyrosine-protein kinase ABL1 (Homo sapiens) + Ras and Rab interactor 1 (Homo sapiens), …; inhibition, % at 7.35 µM; 360,000 compounds, 0.4% hits; in the data active means inhibition above about 5%, passing the limit was not always enough
SKN-1 block – suppressors of acrylamide-induced Pgst-4::GFP reporter in worms, primary screen, SKN-1 inhibitor project, whole organism, uHTS, GFP/RFP fluorescence ratio, strain VP596; C. elegans VP596 Pgst-4::GFP/RFP ratio, 24 h; inhibition, % at 21.8 µM; 360,000 compounds, 0.49% hits;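 active means interference check ratio from 0.5 to 1.5 plus GFP to RFP signal ratio inhibition reaching or exceeding a fixed threshold, cut at about 30% in these data, passing the limit was not always enough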; further: some compounds called inactive have numbers as strong as hits
MT1-MMP act inh – blockers of MT1-MMP proenzyme processing, primary screen, HT1080 RFP-PRO-GFP cells, GFP/RFP fluorescence; Matrix metalloproteinase-14 (Homo sapiens), P50281; GFP/RFP ratio fluorescence, overnight; percent of plate control window, DMSO zero; GFP/RFP ratio change, % at 20 µM; 360,000 compounds, 0.061% hits; AID 651647, 2012;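 active means GFP/RFP ratio change of at least 30% with cell ATP level not reduced by more than half and red fluorescence within 50% of control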; further: strong numbers were not always called active
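Assay system: HT1080 cells carrying an RFP-PRO-GFP reporter | Dosing: Single dose of 20 µM compound, 1% DMSO final | Incubation: Cells overnight before dosing, compound overnight, 37 °C, 5% CO2 | Evaluation: GFP/RFP fluorescence ratio | Control set: DMSO and RFP-L50D-GFP cell wells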
E coli Lon inh – inhibitors of E. coli Lon protease, primary screen, biochemical, fluorescence polarization. AID 602123, 2011. 360,000 compounds, 0.42% hits. inhibition, % at 7.94 µM. purified E. coli Lon protease; in the data active means inhibition above about 13%, passing the limit was not always enough;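 further: 0% = enzyme with probe and DMSO and 100% = no enzyme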
bovine MsrA act – bovine MsrA enzyme activators, primary screen, biochemical, absorbance, HTS; purified bovine MsrA, absorbance read-out; activation, % at 10.6 µM; 360,000 compounds, 0.3% hits; in the data active means activation above about 7.5%;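 further: 0% = vehicle and 100% = reference activator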
Neddyl block – inhibitors of cullin neddylation, primary screen, biochemical, TR-FRET, uHTS, NAE and Ubc12. AID 651699, 2012. calls only at 25 µM. 360,000 compounds, 0.58% hits. NEDD8-conjugating enzyme Ubc12 (Homo sapiens) + NEDD8-activating enzyme E1 regulatory …; in the data active means inhibition above about 36%
Target sequence (P61081 whole entry, looked up): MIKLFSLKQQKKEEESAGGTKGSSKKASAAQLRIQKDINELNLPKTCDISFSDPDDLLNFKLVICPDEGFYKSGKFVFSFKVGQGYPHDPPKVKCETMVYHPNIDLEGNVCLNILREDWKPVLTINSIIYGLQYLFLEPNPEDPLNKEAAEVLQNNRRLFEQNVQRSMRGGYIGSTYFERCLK
Target sequence (Q13564 whole entry, looked up): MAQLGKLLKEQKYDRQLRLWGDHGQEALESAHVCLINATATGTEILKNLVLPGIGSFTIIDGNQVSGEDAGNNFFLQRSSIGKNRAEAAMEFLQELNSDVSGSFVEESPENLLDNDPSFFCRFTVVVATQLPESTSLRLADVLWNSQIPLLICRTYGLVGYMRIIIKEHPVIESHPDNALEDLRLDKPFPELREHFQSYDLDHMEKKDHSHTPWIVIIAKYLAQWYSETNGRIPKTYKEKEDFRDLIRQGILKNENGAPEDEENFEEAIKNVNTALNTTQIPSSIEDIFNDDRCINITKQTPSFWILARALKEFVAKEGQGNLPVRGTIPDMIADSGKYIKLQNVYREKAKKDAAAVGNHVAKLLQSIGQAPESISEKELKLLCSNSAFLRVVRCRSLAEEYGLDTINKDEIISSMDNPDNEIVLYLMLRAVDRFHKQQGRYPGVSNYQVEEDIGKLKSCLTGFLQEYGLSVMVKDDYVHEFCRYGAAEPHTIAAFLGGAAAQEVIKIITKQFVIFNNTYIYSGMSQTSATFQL
Starred values were filed as active, the others as inactive; i = inactive; x = not tested or not shown. Random draw from the library. About 4% of those tested had a hit in this group.

SMILES	FAS TE block	CendR NRP1 mod	MLLE-PAM2 inh	Rin1-Abl PPI inh	SKN-1 block	MT1-MMP act inh	E coli Lon inh	bovine MsrA act	Neddyl block
CC(C(=O)N1CCCC1)c1ccc([N+](=O)[O-])cc1 (configuration not stated)	-3	11	4	-1	-2	-4	2	-5	i
O=C(CCc1ccccc1)Nc1ncc2c(n1)CCCC2=O	-6	2	-9	-2	5	4	-1	-1	i
Cc1cc(C)n2cc(-c3ccc(Cl)cc3)c(C(=O)O)c2n1	11	3	23	0	14	2	-1	-5	i
CCOC(=O)c1cnc(N2CCN(C(=O)OCC)CC2)[nH]c1=O	-7	7	0	-2	-1	0	2	1	i
Cc1ccc(CN(C)C(=O)COC(=O)CSc2ccc([N+](=O)[O-])cc2)cc1	40	2	43*	-2	3	0	-12	0	i
COc1ccc(CCNC(=O)C(=O)NCc2ccccc2)cc1OC	-4	3	-10	-2	-10	-2	-9	4	i
CNC(=O)COc1ccc(S(=O)(=O)Nc2ccc(OC)cc2)cc1	-2	3	-2	1	-2	-2	-7	-6	i
Cc1nc(C)c(C(=O)C2=C(O)C(=O)N(CCCn3ccnc3)C2c2ccc(Cl)cc2)s1 (configuration not stated)	-7	4	-2	0	2	-2	5	-5	i
COc1ccc(-c2ccc(N)cn2)cn1	-11	11	7	5	-5	-1	-3	-4	i
CC(C)NC(=O)c1cc(-c2cccs2)on1	-8	1	5	0	-3	-1	-6	-4	i
Cc1ccc(-c2n[nH]c(=O)c3ccccc23)cc1S(=O)(=O)N(C)C	1	-6	1	1	18	5	-4	-2	i
O=C(c1ccc([N+](=O)[O-])s1)N1CCN(c2ccccn2)CC1	-16	2	-12	-4	8	-1	-4	1	i
COc1ccc(CNC(=O)C2CCCN2S(=O)(=O)c2ccccc2)cc1 (configuration not stated)	-10	1	13	2	4	-3	2	-2	i
CCSc1nnc(NS(=O)(=O)c2ccc(OC)cc2)s1	-5	17	20	2	-10	-1	1	-3	i
Cc1cc(SCC(=O)OCC(=O)c2c(N)n(C)c(=O)n(C)c2=O)c(C)cc1Br	5	-6	0	1	-9	2	-9	2	i
O=C(O)CCNS(=O)(=O)c1ccc2ccccc2c1	-8	5	-12	-1	6	8	0	-3	i
COc1cccc(/C=c2/s/c(=C(\C#N)C(=O)N3CCOCC3)n(-c3ccccc3)c2=O)c1	-9	-2	7	-1	3	2	-1	-1	i
CN(C)c1nc(N)c([N+](=O)[O-])c(NCC2CCCO2)n1 (configuration not stated)	-6	-6	-7	-3	6	1	-1	-5	i
COc1ccc(C(=O)c2ccc(OC)c(OC)c2OC)cc1	0	10	-1	-3	-1	6	-3	1	i
Cc1ccc(CC2C(=O)N(c3cc(C)ccc3C)C(=O)C2C)cc1 (configuration not stated)	17	8	2	-3	10	0	0	-3	i
CCOC(=O)NCC(C)(C)CNC(=O)OCC	-9	3	-2	2	14	-1	-2	-1	i
CCc1nc2ccccc2c(C(=O)OCC(=O)NC(=O)c2cccn2C)c1C	-21	-17	-17	-3	1	1	-12	-5	i
CC1=CC(=C2C(=O)c3ccccc3C2=O)C=C(C)N1C	-6	-1	-3	-12	4	9	4	-13	i
Cc1ccc(C(=O)OCC(=O)NCc2cccs2)cc1C	1	3	-5	-3	-2	-4	-4	-2	i
CCCSc1cc(N2CCOCC2)nc(-c2ccccc2Cl)n1	18	12	4	-3	22	-4	8	2	i
COc1ccc(-c2nc(C=O)cs2)cc1	-3	1	1	-3	2	12	1	5	i
CN(C(=O)c1cccs1)c1ccc(OCC(=O)Nc2ccc(C(=O)O)cc2)cc1	-6	-11	-11	0	-11	6	6	-4	i
CC12CCC=CC1=C(C=O)C1C2CCC2(C)C(O)CCC12 (configuration not stated)	-8	2	11	-1	10	-2	3	-7	i
O=C(C1CCCO1)N1CCc2ccccc21 (configuration not stated)	-4	56*	11	-1	-23	9	4	-9	i
Cc1cccc2cc(C(c3nnnn3Cc3ccccc3)N3CCCc4ccccc43)c(=O)[nH]c12 (configuration not stated)	6	-16	22	5	-20	-12	-8	-1	i
Cc1ccc2c(C)c(C(=O)N3CCN(C4CCS(=O)(=O)C4)CC3)oc2c1C (configuration not stated)	-5	0	-6	0	-12	-1	-2	-7	i
Cc1cc(Oc2ccc(=O)n(C)n2)nc(SCCOc2ccccc2)n1	3	9	1	33*	-5	1	-7	-5	i
COc1cccc(OCC(=O)N(Cc2nc(-c3ccc(Cl)cc3)no2)C(C)C)c1	24	-2	12	2	6	1	-4	1	i
CC(C)N(C(=O)COC(=O)[C@@H]1CC(O)CN1S(=O)(=O)c1ccc(C(C)(C)C)cc1)C(C)C (some centres not stated)	-2	-11	-8	2	-9	1	2	-9	i
COC(=O)C1(C(=O)OC)NOC2C(=O)N(N(C)c3ncc(C(F)(F)F)cc3Cl)C(=O)C21 (configuration not stated)	-6	1	5	0	0	1	-5	-5	i
COc1ccc2ccccc2c1C1CC(=O)N2CN(C3CCCCC3)CSC2=C1C#N (configuration not stated)	4	-3	-105	-4	-10	4	0	-8	i
COc1ccc(C)cc1NC(=O)C1CCCN1S(=O)(=O)c1ccc2c(c1)CCC(=O)N2 (configuration not stated)	-2	-15	-12	1	7	3	-9	-4	i
CCOC(=O)Cc1csc(NC(=O)CSc2nc(=O)[nH]c3c2CCC3)n1	-4	-2	6	1	1	-1	-7	-2	i
CC(C)c1cc(-c2cc(C(=O)NCc3ccccc3)on2)nc(NCC2CC2)n1	13	-6	2	1	-5	-2	4	-12	i
Cn1c(=O)c2cc3c(nc2n(C)c1=O)CC(c1ccccc1)CC3=O (configuration not stated)	60*	-6	14	-1	14	0	6	-6	i

Nothing new here: 3 of the compounds above.
SMILES	FAS TE block	CendR NRP1 mod	MLLE-PAM2 inh	Rin1-Abl PPI inh	SKN-1 block	MT1-MMP act inh	E coli Lon inh	bovine MsrA act	Neddyl block
CCOC(=O)Cc1csc(NC(=O)CSc2nc(=O)[nH]c3c2CCC3)n1	-4	-2	6	1	1	-1	-7	-2	i
CC(C)c1cc(-c2cc(C(=O)NCc3ccccc3)on2)nc(NCC2CC2)n1	13	-6	2	1	-5	-2	4	-12	i
Cn1c(=O)c2cc3c(nc2n(C)c1=O)CC(c1ccccc1)CC3=O (configuration not stated)	60*	-6	14	-1	14	0	6	-6	i

(further entries)
SMILES	FAS TE block	CendR NRP1 mod	MLLE-PAM2 inh	Rin1-Abl PPI inh	SKN-1 block	MT1-MMP act inh	E coli Lon inh	bovine MsrA act	Neddyl block
COCCNc1nc(NCCNC(C)=O)c2sc(-c3ccccc3)cc2n1	-4	14	-7	-8	5	6	1	-1	i
CC(=O)C1=C(C)NC(C)=C(C(C)=O)C1c1cn(-c2ccccc2)nc1-c1cccs1	2	8	-4	1	9	-4	3	0	i
CCOC(=O)C1C(c2ccc(O)c(OC)c2)NC(=O)NC1(O)C(F)(F)F (configuration not stated)	-4	-4	1	-1	-4	3	-7	-3	i
COc1ccc(-c2cc(C(F)(F)F)nc(SCC(=O)N3CC(C)OC(C)C3)n2)cc1OC (configuration not stated)	-3	-10	9	-1	-7	-5	3	0	i
COc1ccc(/C=C(\C#N)C(=O)C(C)(C)n2cncn2)cc1	-5	7	-12	-2	8	-7	13	-3	i
CCCCCCSc1nsc(NC(=O)CC(C)C)n1	19	5	14	-2	13	-20	3	-3	i
C=C(C)C(O)Cc1c(OC)ccc(C(=O)/C=C/c2ccc(O)cc2)c1O (configuration not stated)	-4	-19	-21	3	6	2	-5	-10	i
CC(C)NC(=O)NC(=O)CSc1nncn1C	-3	4	5	-1	2	1	2	-2	i
O=C(CCN1C(=O)C2C3C=CC(C4CC34)C2C1=O)Oc1ccc(Br)cc1 (configuration not stated)	-7	0	1	0	9	7	8	-2	i
Cc1ccc(Cl)cc1NC(=O)c1ccc(NC(=O)CCC(=O)O)cc1	-11	2	-5	-1	6	-1	-6	2	i
O=c1c2ccccc2nc(-c2ccc(Cl)c(Cl)c2)n1O	-10	12	4	0	6	-3	-3	-8	i
Nc1ncnc2c1ncn2[C@@H]1O[C@H](CNC(=O)[C@@H]2CCCN2S(=O)(=O)c2ccc(F)cc2)[C@@H](O)[C@H]1O	-6	-12	1	-2	-1	0	6	0	i
O=C(Cc1cccc(NC(=O)C2CCN(C(=O)C3CCCCC3)CC2)c1)Nc1cccc(C(=O)N2CCCC2)c1	-7	5	6	5	4	-2	-2	0	i
Cc1nn(-c2ccccc2)c(N2CCCC2)c1/C=C1\N=C(c2ccc(F)cc2)OC1=O	4	5	-82	0	-3	-1	-5	-3	i
Cc1nc(N2CCOCC2)nc(OC(C)C)c1[N+](=O)[O-]	2	5	4	0	13	-5	-7	-7	i
COC(=O)c1cc(NC(=O)CSc2ncn[nH]2)ccc1Cl	-26	1	16	-2	4	2	-12	-4	i
COc1cccc(/C=N/NC(=O)CC2C(=O)NN=C2C)c1O (configuration not stated)	-7	-6	-19	-2	-1	6	5	-3	i
Cc1ccc(CCC(=O)Nc2nccs2)o1	-9	-8	12	3	-12	2	-5	-4	i
O=C(CCN1C(=O)/C(=C\C=C\c2ccccc2)SC1=S)Nc1ccccc1C(=O)O	13	-99	6	1	-7	5	-29	-10	i
COC(=O)c1c(C)oc2ccc(N(C(=O)c3ccncc3)S(=O)(=O)c3ccc(C)cc3C)cc12	38	10	5	0	-4	-1	-3	-4	i

Overlap with the part before: two compounds; new compounds follow.
SMILES	FAS TE block	CendR NRP1 mod	MLLE-PAM2 inh	Rin1-Abl PPI inh	SKN-1 block	MT1-MMP act inh	E coli Lon inh	bovine MsrA act	Neddyl block
O=C(CCN1C(=O)/C(=C\C=C\c2ccccc2)SC1=S)Nc1ccccc1C(=O)O	13	-99	6	1	-7	5	-29	-10	i
COC(=O)c1c(C)oc2ccc(N(C(=O)c3ccncc3)S(=O)(=O)c3ccc(C)cc3C)cc12	38	10	5	0	-4	-1	-3	-4	i
Cn1cnc([N+](=O)[O-])c1S(=O)(=O)Oc1cccc2ccccc12	66*	-32	20	2	-4	4	-3	-10	x
COc1ccc(S(=O)(=O)NCC(=O)NCc2cc(=O)n(C)c(=O)n2C)cc1F	-6	11	6	2	17	-1	-9	-3	i
Cc1cccc(C)c1NC(=O)CSCC(=O)c1ccc(O)c(O)c1	-10	-40	33	3	0	24	14	-4	i
CCn1c(=O)cc(SCC(=O)NCC2CCCO2)c2ccccc21 (configuration not stated)	-4	1	3	-194	13	5	1	-2	i
COc1cccc(C2C(=O)N(C3CCCCC3)CC(=O)N2Cc2ccc(F)cc2)c1 (configuration not stated)	7	3	7	2	-14	-8	1	-5	i
CC(C)C(NC(=O)COc1ccccc1)C(=O)O (configuration not stated)	-5	6	-8	0	11	6	-9	0	i
CCOc1ccc(OCCNC(=O)c2ccc3c(c2)nnn3CC)cc1	-3	-9	-15	4	2	2	4	-6	i
COC(=O)CC/C(O)=C1/C(=N)CC(C)(C)CC1=O	-2	4	2	-2	-2	-4	1	-1	i
Cc1ccc(NC(=S)N(C)N)cc1Cl	1	-14	-135	1	8	0	4	-3	i
CCN(CCO)C(=S)Nc1cc(S(=O)(=O)N(C)C)ccc1C	-6	-7	19	2	5	1	-2	-2	i
O=C(NCc1ccco1)C(=O)c1c[nH]c2ccccc12	-3	-12	3	-3	7	1	4	-4	i
CC(C)n1nnnc1SCC(=O)N1N=C(c2cccs2)CC1c1cccs1 (configuration not stated)	18	-4	-6	-2	3	1	12	-3	i

Screening data as filed in PubChem.
